Compound activity as filed in PubChem.
Jurkat NFkB inh = inhibitors of induced NF-kB luciferase reporter, primary screen, TCR NF-kB activation inhibitor project, cell-based, luminescence, uHTS. actives 0.53% (n = 330,000). Jurkat, PMA/ionomycin-induced NF-kB luciferase reporter. inhibition, % at 4 µM
697 NFkB inh = inhibitors of PMA/ionomycin-induced NF-kB reporter, 697 cells, primary screen, B-cell NF-kB inhibitor project, cell-based, luminescence, uHTS. actives 0.33% (n = 330,000). AID 435022, 2010. inhibition, % at 4 µM. 697 B-cell NF-kB luciferase reporter, 16 h; in the data active = inhibition above about 35%
CCR6 antag = CCR6 receptor antagonists, primary screen, cell-based, CHO-K1, luminescence, beta-arrestin, uHTS; actives 0.49% (n = 340,000); inhibition, % at 20 µM; AID 493098, 2011; CHO-K1 CCR6 PathHunter beta-arrestin, CCL20-stimulated;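 active = compounds whose inhibition of the agonist-driven luminescence signal at 20 µM reaches about 50%, limit read from the data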;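 note: cells stimulated with CCL20 at 14 nM final; plate controls were DMSO with CCL20 for no effect and DMSO without agonist for full effect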
Target sequence (P51684 whole entry, looked up): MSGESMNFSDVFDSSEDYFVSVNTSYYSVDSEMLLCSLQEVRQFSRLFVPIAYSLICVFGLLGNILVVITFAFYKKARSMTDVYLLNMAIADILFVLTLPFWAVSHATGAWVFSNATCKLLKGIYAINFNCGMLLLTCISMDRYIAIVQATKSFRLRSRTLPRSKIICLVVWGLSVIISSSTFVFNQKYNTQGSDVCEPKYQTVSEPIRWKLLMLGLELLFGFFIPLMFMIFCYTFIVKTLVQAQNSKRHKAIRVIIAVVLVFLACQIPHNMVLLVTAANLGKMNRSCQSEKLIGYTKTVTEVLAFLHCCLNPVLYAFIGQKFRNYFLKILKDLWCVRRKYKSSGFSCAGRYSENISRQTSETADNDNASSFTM
SENP8 block = SENP8 protease inhibitors, primary screen, biochemical, luminescence. Sentrin-specific protease 8 (Homo sapiens), Q96LD8. purified SENP8, Z-RLRGG-aminoluciferin cleavage. AID 2540, 2010. inhibition, % at 10 µM. actives 1.2% (n = 330,000)
Target sequence (Q96LD8 whole entry, looked up): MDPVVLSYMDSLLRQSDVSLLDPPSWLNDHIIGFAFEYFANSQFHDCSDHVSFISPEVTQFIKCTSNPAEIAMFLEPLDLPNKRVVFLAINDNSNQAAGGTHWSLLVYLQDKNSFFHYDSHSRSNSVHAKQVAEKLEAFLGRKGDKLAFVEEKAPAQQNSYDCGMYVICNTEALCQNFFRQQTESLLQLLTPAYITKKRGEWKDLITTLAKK
EBI2 block = EBI2 receptor antagonists, beta-arrestin recruitment, primary screen, cell-based, luminescence, 7a,25-OHC stimulation, uHTS; G-protein coupled receptor 183 (Homo sapiens), P32249; 7a,25-OHC stimulated; inhibition, % at 5 µM; actives 0.81% (n = 360,000); AID 651636, 2012; in the data active = inhibition above about 38%;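 note: enzyme fragment complementation signal reports receptor beta-arrestin coupling in cells; 0% = agonist plus DMSO wells and 100% = wells without agonist; some results beyond the cut were filed as inactive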
Target sequence (P32249 whole entry, looked up, the tested form may be a part): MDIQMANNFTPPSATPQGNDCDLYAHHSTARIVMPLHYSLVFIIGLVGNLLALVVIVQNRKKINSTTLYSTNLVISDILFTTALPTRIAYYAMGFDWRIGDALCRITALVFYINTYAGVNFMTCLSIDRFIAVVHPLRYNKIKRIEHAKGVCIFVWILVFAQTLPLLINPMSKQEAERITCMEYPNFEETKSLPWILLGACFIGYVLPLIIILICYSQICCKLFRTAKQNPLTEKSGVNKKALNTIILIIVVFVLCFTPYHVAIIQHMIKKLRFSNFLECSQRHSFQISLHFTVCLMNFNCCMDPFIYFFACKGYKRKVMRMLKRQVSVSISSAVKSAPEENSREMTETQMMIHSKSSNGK
UBC13 inh = UBC13 polyubiquitin chain formation inhibitors, primary screen, biochemical, TR-FRET, uHTS; Ubiquitin-conjugating enzyme E2 N (Homo sapiens), P61088; inhibition, % at 20 µM; actives 0.47% (n = 330,000); AID 485273, 2010; in the data active = inhibition above about 45%, passing the limit was not always enough
Target sequence (P61088 whole entry, looked up): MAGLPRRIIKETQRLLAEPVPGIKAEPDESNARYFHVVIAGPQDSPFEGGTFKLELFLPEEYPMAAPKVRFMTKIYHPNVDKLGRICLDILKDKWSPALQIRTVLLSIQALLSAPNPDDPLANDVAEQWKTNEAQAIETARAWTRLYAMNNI
Apaf-1 inh = inhibitors of human Apaf-1 apoptosome, primary screen, biochemical, DEVD-Rh110 fluorescence, uHTS; Apoptotic protease-activating factor 1 (Homo sapiens), O14727; reconstituted apoptosome caspase-3 activity; inhibition, % at 20 µM; actives 0.71% (n = 330,000); active = inhibition of at least 40% at 20 µM;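 note: plate controls were DMSO wells for no effect and DEVD-CHO caspase inhibitor wells for full effect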
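System: reconstituted apoptosome with Apaf-1, cytochrome c, caspase-9, procaspase-3, dATP; Signal: Rh110 fluorescence intensity; Schedule: 30 min compound preincubation, 50 min activation, room temperature; Reagent: cytochrome c trigger plus (Z-DEVD)2-Rh110 caspase-3 substrate.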
Gli-Sufu block = Gli-Sufu pathway antagonists, primary screen, luciferase luminescence, Sufu-KO-LIGHT cells, uHTS. Sufu-KO-LIGHT fibroblasts, Gli luciferase reporter luminescence. inhibition, % at 5 µM. actives 0.74% (n = 340,000). AID 588413, 2011;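 active = inhibition above about 55%, limit read from the data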;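 note: 0% = DMSO-treated cells and 100% = wells with medium but no cells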
The depositor's hits bear a star. Cut-off read from the data, not from the text of the source, unless noted: active = inhibition above about 50%; inactive = the rest.

SMILES	Jurkat NFkB inh	697 NFkB inh	CCR6 antag	SENP8 block	EBI2 block	UBC13 inh	Apaf-1 inh	Gli-Sufu block
C[C@]12CCC(=O)C=C1C=C[C@@H]1[C@@H]2CC[C@@]2(C)[C@H]1CC[C@@]2(O)CCC(=O)O	-3	19	2	-3	-7	-2	-1	22
C=C(C)C(Cc1c(OC)ccc(C(=O)/C=C/c2ccc(O)cc2)c1O)OO (stereo not drawn)	-7	-42	8	-5	24	-14	2	-16
Cc1ccc(C)c(OCC(=O)N2CCCN(C)CC2)c1	-3	8	-2	2	-13	-6	-1	0
O=c1cccc2n1CC1CC2CN(Cc2c(Cl)cccc2Cl)C1 (stereo not drawn)	7	-1	-6	0	-10	14	4	9
CCC(=NCc1cc(OC)cc(OC)c1)c1c(O)[nH]c(=O)[nH]c1=O	8	11	-3	0	-10	-2	-5	1
Cc1c(NC(NC(=O)CF)C(Cl)(Cl)Cl)c(=O)n(-c2ccccc2)n1C (stereo not drawn)	13	14	6	0	-3	1	-8	-1
CCCCC(=O)N/N=C/c1c(O)n(CCc2ccc(OC)c(OC)c2)c(=O)[nH]c1=O	2	5	-2	3	1	-21	12	-33
CCn1c(O)c(/C=N/NC(=O)c2ccccc2)c(=O)n(CC)c1=S	3	12	43	4	1	-12	-9	7
Cc1cccc(OC(=O)N2CCOCC2)c1	11	7	-1	-1	2	-6	-4	3
Cc1ccc(/C=C2\C(=O)NC(=S)N(c3ccc(F)cc3)C2=O)s1	-4	-22	38	-3	3	-14	7	-26
CC1=CC(=O)OC2CC3OC4C[C@@H](C)C5OC6CC7O[C@]8(C)C/C=C\C9OC%10CC%11OC(CC(C)CO)CC(O)[C@]%11(C)OC%10CC9OC8C[C@]7(C)O[C@]6(C)CCC5OC4C[C@]3(C)OC12 (stereo partly drawn)	21	12	0	6	-7	9	2	6
Cc1nc2cc([N+](=O)[O-])ccc2c(=O)n1-c1ccccc1[N+](=O)[O-]	9	10	15	2	2	0	2	-21
CC(=O)O[C@H]1CC[C@@]2(C)[C@H](C1)C(=O)C[C@H]1[C@@H]3CC[C@@H]4[C@@H](CN5C[C@@H](C)CC[C@H]5[C@@]4(C)O)[C@@H]3C[C@@H]12	-14	2	6	-7	0	-2	-2	-1
O=C(O)c1cc2ccccc2oc1=O	-8	11	5	8	3	1	-3	-1
O=[N+]([O-])c1cnc2ccc3ccccc3c2c1	-6	-8	1	0	7	-12	14	-18
Cc1ccc(NC(=O)c2snnc2C)cc1Cl	-5	-2	9	33	-3	-13	-8	-17
COc1ccccc1OCC(=O)N1CCCC(N(C)Cc2ccccc2)C1 (stereo not drawn)	-10	-25	15	-9	-15	-4	11	48
O=C(NCc1cccnc1)Nc1ccc([N+](=O)[O-])cc1	9	-10	10	2	-6	-4	-1	-5
O=C(O)C1Cc2ccccc2N2CCCC12 (stereo not drawn)	4	0	2	3	1	-5	8	-5
O=C(COC(=O)Cc1ccccc1)NNC(=O)c1ccc([N+](=O)[O-])cc1	-6	17	-9	-9	-19	-12	-4	-1
CC1(O)C[C@]2(C)N(O)C3CCCC[C@@H]3N2O1 (stereo partly drawn)	9	1	25	0	-9	2	-12	0
COC(=O)c1c(C)n(Cc2ccc3c(c2)OCO3)c2ccc(O)cc12	20	5	15	-12	7	15	1	-5
N#CC1=C(N)Oc2c(c(=O)oc3ccccc23)C1c1ccc([N+](=O)[O-])o1 (stereo not drawn)	-4	11	-5	-1	0	-14	5	-6
CN1C(=O)C(Cc2cccs2)C(=O)N(C)C1=O	-18	9	-1	-7	-12	4	-11	0
COc1ccc(N2CCN(C(CNC(=O)Oc3ccccc3)c3cccnc3)CC2)cc1 (stereo not drawn)	-9	3	3	1	3	-1	-1	1

The last 5 compounds of the section before open the next one.
SMILES	Jurkat NFkB inh	697 NFkB inh	CCR6 antag	SENP8 block	EBI2 block	UBC13 inh	Apaf-1 inh	Gli-Sufu block
CC1(O)C[C@]2(C)N(O)C3CCCC[C@@H]3N2O1 (stereo partly drawn)	9	1	25	0	-9	2	-12	0
COC(=O)c1c(C)n(Cc2ccc3c(c2)OCO3)c2ccc(O)cc12	20	5	15	-12	7	15	1	-5
N#CC1=C(N)Oc2c(c(=O)oc3ccccc23)C1c1ccc([N+](=O)[O-])o1 (stereo not drawn)	-4	11	-5	-1	0	-14	5	-6
CN1C(=O)C(Cc2cccs2)C(=O)N(C)C1=O	-18	9	-1	-7	-12	4	-11	0
COc1ccc(N2CCN(C(CNC(=O)Oc3ccccc3)c3cccnc3)CC2)cc1 (stereo not drawn)	-9	3	3	1	3	-1	-1	1
Cc1ccc(N=Nc2c(O)[nH]c(=O)[nH]c2=O)c([N+](=O)[O-])c1	-2	1	18	4	5	-5	-2	-15
CC1CCN(C(=O)c2ccc(N3CC4CC(C3)c3cccc(=O)n3C4)c([N+](=O)[O-])c2)CC1 (stereo not drawn)	-14	7	3	0	0	2	-12	5
c1cnc2c(c1)ccc1ncccc12	0	1	-6	-4	-10	-10	1	-5
O=P(O)(O)C12CC3CC(CC(C3)C1)C2	3	13	-3	3	-8	-1	-23	8
CC1CCCCC1NC(=O)CNC(=S)N1CC2CC(C1)c1cccc(=O)n1C2 (stereo not drawn)	3	5	9	-7	3	7	-8	-20
CCCCn1c(N)c(C(=O)NCc2cccs2)c2nc3ccccc3nc21	1	0	6	93*	15	4	85*	9
C=C1C(=O)O[C@@H]2C[C@@H](C)[C@@H]3C=CC(=O)[C@@]3(C)[C@@H](OC(=O)CC(=O)O[C@H]3[C@@H]4C(=C)C(=O)O[C@@H]4C[C@@H](C)[C@@H]4C=CC(=O)[C@]43C)[C@H]12	93*	104*	98*	13	51*	-36	8	93*
CN1CCN(Cc2ccccc2C(F)(F)F)CC1	-11	-19	1	-10	-11	3	10	7
CCC(=NCCC1=CCCCC1)c1c(O)[nH]c(=O)[nH]c1=O	3	-6	11	-3	-2	-14	10	-1
CCCCCCn1c(O)c(C=Nc2c(C)n(C)n(-c3ccccc3)c2=O)c(=O)[nH]c1=O	5	7	0	5	-9	-6	4	-46
Cc1cc(C(=O)OCC(=O)Nc2ccc(F)cc2)c(C)n1C1CC1	0	17	5	5	-9	4	2	-1
Cc1cc(S(=O)(=O)NCc2ccccc2)ccc1OCC(=O)N1CCN(C)CC1	-4	2	12	1	3	2	-2	5
O=C(CCC(=O)N1CC2C[C@@H](C1)Cn1c2cccc1=O)NCCc1ccccc1F	21	-1	2	2	7	5	-10	9
Cc1nn(Cc2ccccc2Cl)c(C)c1C(=O)OCC(=O)N1CC(C)OC(C)C1 (stereo not drawn)	4	-41	-14	-8	-9	-18	0	-8
NC1CCc2cc(O)c(O)cc2C1 (stereo not drawn)	7	-1	1	4	-4	-4	-8	48
CCOC(=O)c1c(C)c(C(=O)N2CCC3(CC2)OCCO3)c(C)n1CC	-19	6	3	-4	-6	-14	1	-2
COc1ccccc1N1C(=O)NC(=O)/C(=C/c2ccc3c(c2)Cc2ccccc2-3)C1=O	-8	10	-7	-7	-3	0	-6	-2
C/C=C1/CC(C)C(C)(O)C(=O)OCC2CCN3CCC(OC1=O)C23 (stereo not drawn)	2	13	-1	4	-2	10	-6	-8
CN(C(=O)c1ccc(Cl)nc1)C1(c2ccccc2Cl)CCCCC1=O (stereo not drawn)	4	16	2	7	-2	4	-8	0
CCC(=NCCN1CCOCC1)c1c(O)n(C2CCCCC2)c(=O)[nH]c1=O	5	21	-10	6	1	1	-7	1
Cc1ccc(C2C(=O)NC(=O)NC2=O)cc1	2	3	-10	1	-10	-12	-1	7
CN1C(=O)C(=Cc2sc(=O)n(-c3ccccc3)c2N(C)C)C(=O)N(C)C1=O	14	-41	26	-3	-6	-150	-27	-27
CCN1C(=O)C(=Cc2ccc(C)s2)C(=O)N(CC)C1=S	1	-32	-35	-2	5	-1	4	-79
O=C1NC(=O)C(CCc2ccncc2)(CCc2ccccn2)C(=O)N1c1ccc(Br)cc1 (stereo not drawn)	-6	8	-4	-3	3	7	17	5
COC(=O)C(O)(c1ccc(NC(=S)NC(=O)c2ccc(Cl)cc2Cl)cc1)C(F)(F)F (stereo not drawn)	6	-42	37	-4	27	-3	16	7
Continuation:
SMILES	Jurkat NFkB inh	697 NFkB inh	CCR6 antag	SENP8 block	EBI2 block	UBC13 inh	Apaf-1 inh	Gli-Sufu block
S=C(NC1CCCCC1)N1CCC(c2cnc[nH]2)CC1	-8	12	18	-7	0	1	10	-1
O=C1NC(=O)C(CCc2ccncc2)(CCc2ccncc2)C(=O)N1C1CCCCC1	0	-8	0	-1	7	4	1	7
Cc1cccc(OCC(=O)N2CCN(Cc3ccc([N+](=O)[O-])cc3)CC2)c1	10	16	11	-2	40	17	0	24
CCCCn1c(O)c(C=NCCN2CCCCC2)c(=O)[nH]c1=O	-1	9	-24	7	-2	9	-1	-58
Cc1nn(Cc2ccccc2Cl)c(Cl)c1C(=O)O	2	-1	-7	7	2	-6	-28	8
CCC(=NCC1CCCO1)c1c(O)n(Cc2ccccc2)c(=O)[nH]c1=O (stereo not drawn)	9	7	26	-11	-4	-4	2	5
COC(=O)C1=C(c2ccccc2)C[C@@H]2CC[C@H]1N2C(=O)NCCNC(C)=O	-8	25	-4	-1	1	-7	-1	0
CN(C)CCCN=Cc1c(O)n(CCc2ccc(F)cc2)c(=O)[nH]c1=O	4	5	4	-4	-5	4	5	8
CCCc1cc(=O)oc2cc(OCC(=O)N3CCN(Cc4ccc5c(c4)OCO5)CC3)ccc12	-7	0	25	2	-3	2	19	40
CCN1C[C@]2(COC)CC[C@H](OC)[C@@]34C5C[C@H]6C(=O)C5[C@](O)(C[C@H]6OC)[C@@](O)(C(OC)C23)[C@@H]14 (stereo partly drawn)	6	10	-4	6	5	4	-16	-4
COC(=O)c1ccc(N=C(c2ccccc2)c2c(O)n(C)c(=O)n(C)c2=O)cc1	6	9	13	4	-9	-6	-16	-19
CCN(CC)C(=O)c1ccc(NC(=O)c2cccc(C(F)(F)F)c2)cc1	1	-5	7	-13	8	-4	9	-33
Cc1c(C(=O)Nc2ccccc2)c2cc(O)ccc2n1Cc1ccccc1	-9	-34	1	-5	-3	-10	13	28
O=C1Nc2ccccc2/C1=C/c1cnc[nH]1	-21	-36	-6	0	-5	-29	4	-6
Cc1cccc(OP(=O)(Oc2cccc(C)c2)OC(c2ccccc2)C(F)(F)F)c1 (stereo not drawn)	-7	-15	25	-2	34	-14	26	10
CC(NC1=NCCS1)c1ccccc1 (stereo not drawn)	1	14	-1	-6	-6	0	-14	11
COc1ccc(C2CN(C)CC2C(=O)c2ccc(C)cc2)cc1Cl (stereo not drawn)	1	-2	-9	5	-4	17	-9	0
O=C(O)CCCc1ccc(N(CCCl)CCCl)cc1	3	-14	8	-1	0	-15	4	13
Cn1cccc1CNCCc1ccc(F)cc1	-4	-16	-7	-6	-3	-8	0	2
O=c1cc(C2CCNCC2)[nH][nH]1	2	24	-9	-2	-9	0	58*	-4
COc1ccc(-n2c(O)c(/C=C3\C=Nc4ccc(Br)cc43)c(=O)[nH]c2=O)c(OC)c1	-2	-21	13	-2	2	-8	17	14
Cc1cc(CN(C)C)c(OC(=O)N(C)C)cc1C	-2	-7	-7	0	-2	2	12	2

Given as labelled records: entries from further up.
CCN1C[C@]2(COC)CC[C@H](OC)[C@@]34C5C[C@H]6C(=O)C5[C@](O)(C[C@H]6OC)[C@@](O)(C(OC)C23)[C@@H]14 (stereo partly drawn)
- Jurkat NFkB inh: 6
- 697 NFkB inh: 10
- CCR6 antag: -4
- SENP8 block: 6
- EBI2 block: 5
- UBC13 inh: 4
- Apaf-1 inh: -16
- Gli-Sufu block: -4

Cc1cccc(OP(=O)(Oc2cccc(C)c2)OC(c2ccccc2)C(F)(F)F)c1 (stereo not drawn)
- Jurkat NFkB inh: -7
- 697 NFkB inh: -15
- CCR6 antag: 25
- SENP8 block: -2
- EBI2 block: 34
- UBC13 inh: -14
- Apaf-1 inh: 26
- Gli-Sufu block: 10

Only part of the results is shown; rates above refer to the full screens.
